Yp Topo-I inh = Yersinia pestis topoisomerase I inhibitors, primary screen, biochemical, cleavage product accumulation, plate reader, single point | 360,000 compounds, 0.064% hits | Y. pestis Topo-I cleavage product accumulation | DNA topoisomerase I (Yersinia pestis CO92) | activity, % at 10 µM; in the data active means activity above about 50%, passing the limit was not always enough; inconclusive means no clear call, values can overlap the other calls; further: inactives centre near 2
PfHsp40 yeast = rescue of yeast from PfHsp40 toxicity, primary screen, S. cerevisiae, ATP luminescence; S. cerevisiae expressing PfHsp40, growth rescue; growth rescue, % at 12.5 µM; 340,000 compounds, 0.68% hits; AID 504582, 2011; in the data active means growth rescue above about 28%, passing the limit was not always enough; inconclusive means no clear call, values can overlap the other calls;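 further: yeast W303a lacking pdr1 and pdr3 grown in galactose medium; growth measured after three days at 30 °C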
FadD28 FP inh = inhibitors of FadD28 bisubstrate probe binding, primary screen, biochemical, fluorescence polarization, single point. Mycobacterium tuberculosis FadD28 fatty-acid-AMP ligase. AID 588549, 2011. inhibition, % at 12.5 µM. 360,000 compounds, 0.22% hits; in the data active means inhibition above about 8.5%, passing the limit was not always enough; inconclusive means no clear call, values can overlap the other calls
Vc quorum ag = inducers of Vibrio cholerae quorum light production without autoinducers, primary screen, BH1578 luxS cqsA deficient, single point; V. cholerae BH1578 lux reporter, luminescence, 6 h; activation, % at 18.7 µM; 350,000 compounds, 0.16% hits; AID 588436, 2011; in the data active means activation mostly above about 9.7%, no sharp cut-off; inconclusive means no clear call, values can overlap the other calls; inactive means mostly below about 3.7%; further: not every result past the cut was called active; inactives centre near 0; reference of the scale not given here
Mtb UGM inh = M. tuberculosis UGM enzyme inhibitors, primary screen, biochemical, fluorescence polarization, single point; purified UGM, fluorescence polarization probe displacement; inhibition, % at 10 µM; 320,000 compounds, 0.06% hits; AID 504406, 2011; in the data active means inhibition above about 10%, passing the limit was not always enough; inconclusive means no clear call, values can overlap the other calls
TcdB GH inh = TcdB glycohydrolase inhibitors, primary screen, biochemical, single point, plate reader | Toxin B (Clostridioides difficile), P18177 | TcdB glycohydrolase enzymatic assay | inhibition, % at 9.99 µM | 350,000 compounds, 0.24% hits; in the data active means inhibition above about 10%
Target sequence (P18177 whole entry, looked up): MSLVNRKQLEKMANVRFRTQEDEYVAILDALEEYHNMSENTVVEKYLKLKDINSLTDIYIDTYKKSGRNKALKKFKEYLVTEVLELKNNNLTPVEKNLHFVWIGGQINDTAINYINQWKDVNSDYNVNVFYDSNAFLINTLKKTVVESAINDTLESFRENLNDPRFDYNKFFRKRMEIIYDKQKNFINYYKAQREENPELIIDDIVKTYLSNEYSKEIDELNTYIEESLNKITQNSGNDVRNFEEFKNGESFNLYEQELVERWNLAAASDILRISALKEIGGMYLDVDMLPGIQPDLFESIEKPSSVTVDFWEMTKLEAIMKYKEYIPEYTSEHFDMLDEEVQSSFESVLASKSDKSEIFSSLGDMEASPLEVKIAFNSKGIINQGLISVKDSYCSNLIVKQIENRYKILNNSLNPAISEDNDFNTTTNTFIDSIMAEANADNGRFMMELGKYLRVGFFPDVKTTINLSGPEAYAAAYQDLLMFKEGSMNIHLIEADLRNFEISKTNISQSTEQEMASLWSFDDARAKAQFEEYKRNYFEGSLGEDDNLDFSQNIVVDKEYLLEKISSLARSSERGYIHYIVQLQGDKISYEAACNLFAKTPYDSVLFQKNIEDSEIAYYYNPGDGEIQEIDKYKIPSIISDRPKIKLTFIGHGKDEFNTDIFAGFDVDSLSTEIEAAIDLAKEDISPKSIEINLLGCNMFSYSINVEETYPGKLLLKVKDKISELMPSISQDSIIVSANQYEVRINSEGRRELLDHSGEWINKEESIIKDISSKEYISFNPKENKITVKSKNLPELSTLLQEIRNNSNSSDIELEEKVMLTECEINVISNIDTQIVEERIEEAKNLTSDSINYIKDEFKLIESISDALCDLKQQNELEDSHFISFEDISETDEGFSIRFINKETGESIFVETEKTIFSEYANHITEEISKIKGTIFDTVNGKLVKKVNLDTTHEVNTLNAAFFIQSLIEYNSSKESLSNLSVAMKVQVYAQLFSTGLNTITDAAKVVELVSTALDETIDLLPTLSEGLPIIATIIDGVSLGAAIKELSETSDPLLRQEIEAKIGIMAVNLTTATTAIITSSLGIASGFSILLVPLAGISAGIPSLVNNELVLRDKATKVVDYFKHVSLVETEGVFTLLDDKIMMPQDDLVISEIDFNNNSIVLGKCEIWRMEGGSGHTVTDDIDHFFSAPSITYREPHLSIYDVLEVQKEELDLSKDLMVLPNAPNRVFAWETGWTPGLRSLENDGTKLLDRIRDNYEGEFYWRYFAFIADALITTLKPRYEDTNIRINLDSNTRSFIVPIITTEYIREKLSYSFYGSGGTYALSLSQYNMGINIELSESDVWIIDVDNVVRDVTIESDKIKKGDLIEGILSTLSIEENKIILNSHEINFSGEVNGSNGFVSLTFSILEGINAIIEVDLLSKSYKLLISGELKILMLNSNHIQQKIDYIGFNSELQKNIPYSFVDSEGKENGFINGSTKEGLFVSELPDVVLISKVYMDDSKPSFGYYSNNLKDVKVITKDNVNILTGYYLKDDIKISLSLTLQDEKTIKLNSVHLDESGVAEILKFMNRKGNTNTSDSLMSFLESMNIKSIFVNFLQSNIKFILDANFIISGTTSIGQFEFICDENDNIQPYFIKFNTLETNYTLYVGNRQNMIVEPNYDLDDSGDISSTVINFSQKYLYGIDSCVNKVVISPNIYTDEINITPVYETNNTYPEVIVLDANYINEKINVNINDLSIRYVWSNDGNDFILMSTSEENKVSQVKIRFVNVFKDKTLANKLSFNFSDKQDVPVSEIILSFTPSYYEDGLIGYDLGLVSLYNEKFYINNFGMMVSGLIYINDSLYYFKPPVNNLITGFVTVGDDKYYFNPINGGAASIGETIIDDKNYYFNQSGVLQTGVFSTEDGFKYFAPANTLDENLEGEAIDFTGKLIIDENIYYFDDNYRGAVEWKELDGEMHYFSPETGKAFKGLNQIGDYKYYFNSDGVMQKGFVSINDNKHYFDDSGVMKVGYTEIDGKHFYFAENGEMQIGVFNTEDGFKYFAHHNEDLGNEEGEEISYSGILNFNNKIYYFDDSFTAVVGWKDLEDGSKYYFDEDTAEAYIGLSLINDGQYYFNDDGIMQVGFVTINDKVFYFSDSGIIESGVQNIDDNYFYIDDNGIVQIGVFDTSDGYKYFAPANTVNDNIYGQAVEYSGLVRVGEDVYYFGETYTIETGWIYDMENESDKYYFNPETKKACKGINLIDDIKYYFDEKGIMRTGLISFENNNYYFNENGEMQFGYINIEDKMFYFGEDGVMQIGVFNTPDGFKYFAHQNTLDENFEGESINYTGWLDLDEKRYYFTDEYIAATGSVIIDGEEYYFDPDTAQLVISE
FBA Mtb inh = Mtb FBA enzyme inhibitors, primary screen, biochemical, fluorescence, strain H37Rv; 360,000 compounds, 2.3% hits; Fructose-bisphosphate aldolase (Mycobacterium tuberculosis (strain ATCC 25618 / H37Rv)), …; purified M. tuberculosis FBA, fluorescence read-out; inhibition, % at 1 µM; in the data active means inhibition above about 27%;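 further: 0% = vehicle and 100% = reference inhibitor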
BioA inh = M. tuberculosis BioA enzyme inhibitors, primary screen, biochemical, plate reader, single point, HTS | 360,000 compounds, 0.096% hits | purified M. tuberculosis BioA enzyme | 7,8-diaminopelargonic acid synthase BioA (Mycobacterium tuberculosis) | inhibition, % at 9.99 µM; in the data active means inhibition above about 40%; inconclusive means no clear call, values can overlap the other calls
GDH-TPI inh = GDH-TPI coupling enzyme inhibitors, primary screen, artefact control for M. tuberculosis FBA inhibitor project, biochemical, absorbance, full deck. AID 588335, 2011. 360,000 compounds, 1.2% hits. GDH-TPI coupled enzyme counterscreen, NADH absorbance. inhibition, % at 4.8 µM; in the data active means inhibition above about 30%;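 further: 0% = DMSO wells and 100% = wells lacking the enzyme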
Starred values were filed as active, the others as inactive; i = inactive; ? = inconclusive; . = no result given; + = active, no number. This is a random part of the collection, and some 4.6% of all compounds hit somewhere here.

1. COc1ccccc1N(/N=C1\Sc2ccccc2C1=O)C(C)=O
2. Cc1cccc(N2C(=O)c3cccc(Oc4ccc(Cl)cc4)c3C2=O)c1
3. CCCCC1=CC2=C(c3ccco3)C(=O)C(C)(OC(=O)c3ccc(OC)cc3)C(=O)C2=CN1CCc1ccccn1 (stereo not drawn)
4. CCC(=O)N1CCC1(C)C(=O)Nc1cc(-c2ccccc2)nn1C (stereo not drawn)
5. O=C1/C(=C\c2ccccn2)SC(=S)N1c1ccc(S(=O)(=O)Nc2nccs2)cc1
6. Cc1ccccc1N=Cc1cc2c(cc1[N+](=O)[O-])OCO2
7. CN(c1ccc(C(=O)N2CCN(Cc3ccc4c(c3)OCO4)CC2)cc1)S(C)(=O)=O
8. O=C(C1=C(O)C(=O)N(CCN2CCOCC2)C1c1ccc([N+](=O)[O-])cc1)c1cc2ccccc2o1 (stereo not drawn)

Compound	1	2	3	4	5	6	7	8
Yp Topo-I inh	-1	1	-1	-2	8	-4	11	8
PfHsp40 yeast	-0.9	0.0	0.5	.	0.2	2.5	-1.8	1.9
FadD28 FP inh	-2.1	-3.2	1.7	-3.4	-1.1	-0.1	0.8	-1.7
Vc quorum ag	-0.4	i	2.9	-0.3	-1.0	-0.6	0.2	-5.1
Mtb UGM inh	1.0	-2.4	-1.3	.	-2.0	3.7	1.2	0.3
TcdB GH inh	1.3	0.6	-0.4	1.4	-0.5	-0.1	0.2	.
FBA Mtb inh	-1	-5	-2	-4	0	3	3	-1
BioA inh	.	.	-1.3	-0.4	-0.4	-0.7	.	0.1
GDH-TPI inh	6	-1	8	-5	3	12	7	18

9. COc1c(F)c(F)c(C(=O)O)c(Nc2ccc(C)cc2)c1F
10. Cc1cc(C)nc(NCc2ccc(Cl)cc2)n1
11. CCn1cc(Br)c(C(=O)Nc2nccs2)n1
12. COc1ccc(/C=N/NC(=O)Cn2nc([N+](=O)[O-])cc2C)c(OC)c1OC
13. CNc1cncc(-c2ccc(OC)cc2OC)n1
14. O=C(c1ccc(-c2ccccc2)cc1)N1CCCC1
15. Cc1cc(=O)n2c3ccccc3n(CC(O)CN3CCN(CCO)CC3)c2c1C#N (stereo not drawn)
16. CC(C)C(=O)N1CCN(c2nc(-c3ccccc3)c3c(c2C#N)CCCC3)CC1

Compound	9	10	11	12	13	14	15	16
Yp Topo-I inh	4	-2	-2	7	3	3	5	15
PfHsp40 yeast	-0.7	0.4	0.0	-1.2	.	-0.3	0.5	0.0
FadD28 FP inh	-2.7	-1.7	-1.1	-1.1	0.2	-3.2	-0.3	-1.4
Vc quorum ag	-0.9	-0.3	-0.4	-0.9	-0.9	i	i	-0.3
Mtb UGM inh	-0.6	-3.3	-1.3	3.6	.	0.3	-5.6	-0.7
TcdB GH inh	.	0.2	1.4	0.5	0.1	.	-0.4	.
FBA Mtb inh	1	3	3	0	52*	2	15	1
BioA inh	.	-1.0	.	.	-0.1	0.3	-2.0	-0.7
GDH-TPI inh	0	4	7	5	23	7	13	8

Single records, as listed above. Order of values: Yp Topo-I inh | PfHsp40 yeast | FadD28 FP inh | Vc quorum ag | Mtb UGM inh | TcdB GH inh | FBA Mtb inh | BioA inh | GDH-TPI inh
Cc1cc(C)nc(NCc2ccc(Cl)cc2)n1 as listed: -2 | 0.4 | -1.7 | -0.3 | -3.3 | 0.2 | 3 | -1.0 | 4
CCn1cc(Br)c(C(=O)Nc2nccs2)n1 as listed: -2 | 0.0 | -1.1 | -0.4 | -1.3 | 1.4 | 3 | . | 7

Taken from above:
compound 15 in PfHsp40 yeast is entered as 0.5
compound 14 in FBA Mtb inh is entered as 2
compound 11 in FBA Mtb inh is entered as 3

New compounds follow:
17. O=C1CC(c2ccccc2)CC(O)=C1C=NC1CCCCCC1 (stereo not drawn)
18. COc1ccccc1N=c1oc2cc(O)ccc2cc1C(N)=O
19. Nc1c(C(=O)c2ccc(Cl)cc2)sc2nsc(SCCN3CCOCC3)c12
20. Cc1c(NC(=O)c2ccc3ncccc3c2)c(=O)n(-c2ccccc2)n1C
21. Cc1cc(Cl)cc(Br)c1OCCCCn1cncn1
22. CSc1nncn1/N=C/c1cc(Cl)ccc1F
23. CCN1C(=O)[C@@H]2[C@@H](c3ccc(-c4ccc(C(C)=O)cc4)c(OC)c3)N3CCC[C@@]3(C(=O)OC)[C@@H]2C1=O
24. CCc1ccc(C(C(=O)NC2CCCCC2)N(C(=O)c2csnn2)C2CC2)cc1 (stereo not drawn)

Compound	17	18	19	20	21	22	23	24
Yp Topo-I inh	5	2	0	-2	1	6	7	6
PfHsp40 yeast	2.0	-3.4	1.9	-0.1	-0.8	-0.4	0.6	-0.3
FadD28 FP inh	-0.2	0.1	-0.2	?	-0.4	-3.2	1.8	-0.9
Vc quorum ag	-0.2	-5.0	5.3	0.2	1.2	-0.1	-0.4	-0.4
Mtb UGM inh	-1.6	-0.4	-1.5	-0.2	-0.8	2.7	-0.4	-0.1
TcdB GH inh	.	.	1.0	.	.	.	2.1	0.8
FBA Mtb inh	0	+	-2	4	11	0	9	-1
BioA inh	3.0	-5.3	-3.3	2.7	-0.8	-0.5	2.1	4.4
GDH-TPI inh	2	-1	0	-1	2	-4	7	-5

25. Cc1ccccc1-n1nnnc1SCc1ncc(-c2ccccc2)o1
26. S=C1Nc2ccccc2Sc2ccccc21
27. O=C(COc1ccccc1Cl)Nc1cc(NC(=O)COc2ccccc2Cl)cc(C(=O)O)c1
28. N#Cc1c(NC(=O)c2nc3ncccn3n2)sc2c1CCCCC2
29. COCCN1C(=O)c2oc3cc(C)c(C)cc3c(=O)c2C1c1ccc(O)cc1 (stereo not drawn)
30. O=C(CSc1nc2ccccc2[nH]1)Nc1nc(-c2cccc(Br)c2)cs1
31. CCn1c(=O)n(CC(=O)N(C)Cc2ccccc2)c(=O)c2ccccc21
32. O=S(=O)(c1cccc(COc2c(Cl)cccc2Cl)c1)N1CCOCC1

Compound	25	26	27	28	29	30	31	32
Yp Topo-I inh	1	13	-1	3	1	-7	0	-1
PfHsp40 yeast	2.2	-0.6	2.7	-1.8	-1.1	-0.6	0.6	-0.1
FadD28 FP inh	-1.6	-2.6	-0.8	-5.2	-0.3	-3.0	0.9	-0.8
Vc quorum ag	1.6	i	0.8	i	i	-0.1	i	-0.4
Mtb UGM inh	-1.4	-1.6	1.2	1.5	-0.1	1.3	-1.2	-2.9
TcdB GH inh	.	2.5	-0.5	.	.	-0.3	.	1.0
FBA Mtb inh	-2	-2	0	2	3	-2	9	3
BioA inh	-0.3	1.7	-1.1	0.2	1.4	.	1.6	.
GDH-TPI inh	-5	10	7	14	-3	9	0	2

Reprinted from the part before: 4 entries; new compounds follow.
29. COCCN1C(=O)c2oc3cc(C)c(C)cc3c(=O)c2C1c1ccc(O)cc1 (stereo not drawn)
30. O=C(CSc1nc2ccccc2[nH]1)Nc1nc(-c2cccc(Br)c2)cs1
31. CCn1c(=O)n(CC(=O)N(C)Cc2ccccc2)c(=O)c2ccccc21
32. O=S(=O)(c1cccc(COc2c(Cl)cccc2Cl)c1)N1CCOCC1
33. COc1ccc(-c2nc(NC(=O)c3ccc(OCC(=O)N4CCOCC4)c(OC)c3)sc2C)cc1
34. O=C(Nc1ccc(C2CCCCC2)cc1)C1CCN(c2ncccn2)CC1
35. Cc1nc(Cl)c(C(=O)NC(=O)Nc2cccc(C(F)(F)F)c2)c(C)c1[N+](=O)[O-]
36. O=C1CC(c2ccc(S(=O)(=O)Nc3cc(C(F)(F)F)cc(C(F)(F)F)c3)cc2)CN1 (stereo not drawn)
37. Cc1nc2ccc(NC(=O)c3nn(CC(C)C)c(=O)c4ccccc34)cc2s1
38. CCCCCCCCn1c2c(c(=N)c3ccccc31)CCC2
39. O=C(CSc1ccc2nnc(-c3ccccn3)n2n1)Nc1ccc(F)cc1
40. CN(Cc1ccccc1)Cc1c(F)cccc1F

Compound	29	30	31	32	33	34	35	36	37	38	39	40
Yp Topo-I inh	1	-7	0	-1	-3	6	-9	5	21	16	-3	-2
PfHsp40 yeast	-1.1	-0.6	0.6	-0.1	-1.3	-0.4	-0.1	0.6	-0.3	0.1	-1.5	0.0
FadD28 FP inh	-0.3	-3.0	0.9	-0.8	1.4	-1.7	-1.0	-3.3	-7.9	-5.5	-0.8	-1.9
Vc quorum ag	i	-0.1	i	-0.4	-0.4	.	.	-0.4	-0.2	i	i	-1.4
Mtb UGM inh	-0.1	1.3	-1.2	-2.9	0.9	1.2	0.0	-2.1	0.1	.	-2.4	0.9
TcdB GH inh	.	-0.3	.	1.0	.	.	.	.	0.5	0.2	0.5	.
FBA Mtb inh	3	-2	9	3	-1	0	-2	0	2	-3	2	3
BioA inh	1.4	.	1.6	.	.	-1.5	-4.5	-0.5	-0.3	.	1.0	-1.7
GDH-TPI inh	-3	9	0	2	19	3	9	-4	12	6	4	6

41. Cc1cc(NS(=O)(=O)c2ccc(NC(=O)COc3ccccc3Cl)cc2)no1
42. CCOC(=O)C1CCN(C(=O)CCNS(=O)(=O)c2ccc3c(c2)CCN3C(=O)CC)CC1
43. CSCCC(NC(=O)C1CCC(C)CC1)C(=O)Nc1ccc(NC(C)=O)cc1 (stereo not drawn)
44. Cc1ccc(S(=O)(=O)CCC(=O)OCC(=O)c2c(C)[nH]c3ccccc23)cc1
45. CNC(=O)Oc1c(C)[nH]ccc1=O
46. CCCCCC(=O)Nc1cc(S(=O)(=O)N2CCCCC2)ccc1N1CCCCC1
47. COC(=O)c1cc2sc(Cl)cc2n1CC(=O)N1CCCc2ccccc21
48. Cc1ccc2c(c1)NC(=O)C(CC(=O)O)O2 (stereo not drawn)

Compound	41	42	43	44	45	46	47	48
Yp Topo-I inh	-7	2	-2	9	9	28	0	-3
PfHsp40 yeast	-0.8	-0.3	-1.6	-0.2	.	2.6	-0.6	-0.5
FadD28 FP inh	-4.5	-0.8	0.2	-1.9	-1.0	-0.3	-1.0	-2.8
Vc quorum ag	i	-0.3	0.0	-0.7	i	-0.9	7.1	i
Mtb UGM inh	0.6	-0.8	-7.1	-1.2	.	.	1.0	4.4
TcdB GH inh	.	-0.3	-0.6	.	-1.5	-0.3	.	-6.6
FBA Mtb inh	1	4	1	0	-2	-1	3	0
BioA inh	-7.7	-0.5	-1.1	-0.5	.	-2.0	-7.8	-1.6
GDH-TPI inh	3	-2	-7	5	5	3	12	1

49. COc1ccc(CNS(=O)(=O)NCc2ccccc2)cc1
50. CCOC(C(=O)OCCC[N+](C)(CC)CC)(c1ccccc1)c1ccccc1
51. COc1ccc(-c2nc(C)sc2CC(=O)O)cc1OC
52. CC(C)(C)NC(=O)C(c1ccncc1)N(C(=O)c1csnn1)c1cccc2ccccc12 (stereo not drawn)
53. CC1CCCN(CCS(=O)(=O)c2ccccc2)C1 (stereo not drawn)
54. Cc1ccc(S(=O)(=O)N2CCOCC2)cc1C(=O)N1CCCCCC1

Compound	49	50	51	52	53	54
Yp Topo-I inh	0	5	2	5	-1	5
PfHsp40 yeast	-1.3	-2.3	-0.6	-1.7	-1.8	-1.2
FadD28 FP inh	-4.1	-2.2	-2.0	-2.1	0.3	-4.9
Vc quorum ag	-0.1	i	-0.3	0.5	-0.3	-0.8
Mtb UGM inh	0.2	1.8	-0.3	3.8	-1.6	-1.7
TcdB GH inh	0.6	1.1	0.8	-1.3	1.3	1.4
FBA Mtb inh	0	0	1	0	0	-1
BioA inh	.	-1.2	.	.	-0.9	-1.0
GDH-TPI inh	-5	6	-4	5	12	-2

Bioassay records as filed in PubChem.
